Source: PubChem (several laboratories)
GalR3 antag = human GalR3 antagonism; O60755; HEK293 GalR3-CNG cAMP membrane potential fluorescence; galR3 body fused to GalR1 C-terminus; inhibition, % at 3 µM; actives 0.44% (n = 360,000); AID 651719;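 active = inhibition above the screen-wide average plus 3 SD, cut at about 13% in these data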;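 note: forskolin and galanin both at EC90 stimulate the cells; cAMP rise reported by CNG channel membrane potential dye signal; 0% = forskolin plus galanin with DMSO and 100% = forskolin alone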
Target sequence (O60755 1-299 limits assumed): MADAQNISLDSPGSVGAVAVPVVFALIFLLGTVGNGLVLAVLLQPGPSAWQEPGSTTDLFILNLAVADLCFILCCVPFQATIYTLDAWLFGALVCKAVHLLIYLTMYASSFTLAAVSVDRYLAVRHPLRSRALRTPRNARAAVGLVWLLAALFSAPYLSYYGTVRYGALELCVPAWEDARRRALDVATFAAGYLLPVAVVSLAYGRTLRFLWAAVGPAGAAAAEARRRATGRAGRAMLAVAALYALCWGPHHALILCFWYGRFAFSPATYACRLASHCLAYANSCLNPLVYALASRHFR
HCV NS3 hel inh = inhibitors of Hepatitis C virus NS3 helicase. NS3 helicase DNA unwinding, Cy5 molecular beacon fluorescence. inhibition, % at 10.9 µM. actives 0.56% (n = 290,000);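 active = inhibition above the mean of all tested compounds plus 3 SD, set per campaign, cut at about 35% in these data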;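 note: 0% = DMSO wells and 100% = thioflavine S control wells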
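Assay system: hepatitis C virus NS3 helicase domain fragment enzyme. Also added: annealed dual-labelled DNA beacon duplex, ATP-started. Timing: 1 h reaction at 25 °C, ATP-initiated. Technique: Cy5 fluorescence at 0 and 60 min, beacon hairpin quenching. Evaluation: % inhibition of unwinding. Replication: one well per compound.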
IDE cell inh = cellular human IDE inhibition | P14735 | HEK cells, FAbetaB cleavage, fluorescence polarization | inhibition, % at 5.59 µM | actives 0.41% (n = 320,000) | AID 434962;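 active = percent inhibition above the average of all tested compounds plus 3 SD, set per screening campaign, cut at about 16% in these data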;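 note: IDE supplied by intact live HEK cells; FP after avidin binding of uncleaved biotin substrate so inhibition keeps polarization high; 0% = DMSO wells and 100% = 60 µM reference IDE inhibitor Ii1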
SUMO HTRF inh = blocks human SUMOylation mediated by UBC9; actives 0.36% (n = 290,000); HTRF SUMOylation assay, SAE1/SAE2 + UBC9, in vitro; P63279; inhibition, % at 35 µM; AID 2006; in the data active = inhibition above about 50%, passing the limit was not always enough; note: strong numbers were not always called active
Target sequence (P63279 whole entry, looked up): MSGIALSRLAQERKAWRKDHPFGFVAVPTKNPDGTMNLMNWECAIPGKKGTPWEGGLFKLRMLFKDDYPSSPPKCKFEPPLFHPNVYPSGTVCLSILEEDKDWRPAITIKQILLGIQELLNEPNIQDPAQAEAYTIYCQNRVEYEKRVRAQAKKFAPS
pCIP destab = p/CIP protein destabilization; Q05BA5; F442A p/CIP-EGFP cells, EGFP fluorescence, 16 h; decrease of EGFP signal, % at 10 µM; actives 0.01% (n = 290,000); AID 1984;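 active = EGFP signal decrease of at least 30% at 10 µM or well 3 SD below plate mean, unless failing retest; inactive = the rest, including hits failing retest or dose response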; note: some compounds called inactive have numbers as strong as hits; many of its hits are not listed in these tables
CRFBP-R2 block = antagonists of CRF-binding protein/CRF-R2 receptor complex; HEK293 CRF-R2/CRF-BP, CRF-induced calcium fluorescence; inhibition, % at 11.8 µM; actives 0.59% (n = 350,000);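 active = inhibition of the ligand-induced calcium signal above about 50% at the single tested concentration, limit read from the data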
IMP-1 inhibitor = inhibitors of Pseudomonas aeruginosa IMP-1 metallo-beta-lactamase; purified IMP-1, nitrocefin hydrolysis, epi-absorbance fluorescence; inhibition, % at 5.6 µM; actives 0.45% (n = 290,000); AID 1556;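 active = inhibition above the mean plus 3 SD of all compounds in the same screening run, cut at about 4.5% in these data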;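 note: 0% = IMP-1 with DMSO and 100% = DMSO wells lacking enzyme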
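System: purified IMP-1; amount: IMP-1 0.2 nM before substrate addition; compound: single dose, 5.6 µM; times: 25 °C, 15 min preincubation, 25 min reaction; signal: Epi-absorbance via hydrolysed-nitrocefin quenching of white-plate fluorescence, 480/530 nm, EDTA stop; benchmarks: DMSO with and without IMP-1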
IDE cell activ = boosts human insulin-degrading enzyme activity in HEK cells. FAbeta-B cleavage, fluorescence polarization; 0% vehicle, 100% cell-free pure enzyme wells. P14735. actives 0.073% (n = 340,000). activation, % at 5.96 µM;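 active = activation above the mean of all tested compounds plus 3 SD, set per screening campaign, cut at about 17% in these data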
VIM-2 inhibitor = inhibitors of Pseudomonas aeruginosa VIM-2 metallo-beta-lactamase; purified VIM-2, nitrocefin hydrolysis, epi-absorbance fluorescence; inhibition, % at 5.6 µM; actives 0.89% (n = 290,000); AID 1527;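 active = inhibition above the mean of all tested compounds plus 3 SD, cutoff set per screening run, cut at about 7.5% in these data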;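 note: red hydrolysis product quenches plate fluorescence so inhibitors raise well fluorescence; 0% = enzyme with DMSO and 100% = DMSO without enzyme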
An asterisk follows results filed as active; x = no result given.

CRFBP-R2 block	HCV NS3 hel inh	pCIP destab	IMP-1 inhibitor	VIM-2 inhibitor	SUMO HTRF inh	GalR3 antag	IDE cell activ	IDE cell inh	molecule
5	-2	-11	-3.0	-1.4	25	-8	3	9	O=C(N/N=C\c1ccc(O)c([N+](=O)[O-])c1)C1COc2ccccc2O1 (stereo unspecified)
-15	-1	1	-3.7	1.5	9	-8	5	5	CCOC(=O)c1sc(C)c(C(N)=O)c1NC1=NCCCCC1
9	7	1	-5.0	-1.7	26	0	4	1	Cc1ccc(C2/C(=C(/O)c3ccc(Cl)cc3)C(=O)C(=O)N2CC2CCCO2)o1 (stereo unspecified)
-1	13	-4	-1.0	-6.8	-4	-3	2	-2	Cc1ccc(C(=O)C(C)OC(=O)c2cc3cc([N+](=O)[O-])ccc3oc2=O)cc1 (stereo unspecified)
16	-11	6	-2.6	-0.4	-15	-7	4	-3	CCC(C)NC(=O)C1c2ccccc2C(=O)N1Cc1ccccc1 (stereo unspecified)
-21	-3	-31	-4.2	-3.3	22	-8	5	-2	Cc1ccccc1C(=O)N1CCc2ccccc2C1
-8	2	0	-1.6	-2.8	-1	-6	1	2	COc1cccc(CNC(=O)c2n[nH]c3ccccc23)c1
11	-5	-1	0.9	-7.5	-1	5	6	-5	Cc1ccsc1C(=O)N1CCCC(CCC(=O)NCc2ccc(F)c(F)c2)C1 (stereo unspecified)
23	-10	17	0.3	0.9	22	-1	4	-1	COc1ccc(-n2cnc3cc(C(=O)NC4CCCC4)ccc32)cc1
2	11	-5	-0.8	0.4	3	-6	-3	-2	Cc1cc(C)n(C(=O)CNC(=O)Cc2ccccc2)n1
-2	-1	-17	-2.0	-0.6	3	-2	-3	4	O=c1c2c3c(sc2nc2n1CCCCC2)CCCC3
16	-4	-6	-1.8	-2.7	25	0	1	4	O=C1C(Cc2cccc([N+](=O)[O-])c2)S/C(=N/N=C/c2ccco2)N1c1ccccc1 (stereo unspecified)
3	-1	-10	-2.1	-3.6	14	x	1	2	O=C(CN1C(=O)c2ccccc2S1(=O)=O)N1CCOCC1
-2	7	-5	-3.0	-0.5	6	-3	4	7	CC(C)C[C@@H](CO)N1CCN(CCCc2ccccc2)CCC1=O
-9	1	0	-3.6	-2.5	8	-5	-2	5	Cc1ccc(/C=C/c2nc3ccccc3s2)s1
-11	10	-5	-2.6	0.8	7	-5	6	6	CC(=O)n1nc(-c2ccc(Cl)cc2)nc1NCc1ccco1
-17	3	-4	-6.7	-1.8	17	-4	4	1	Cc1ccc(S(=O)(=O)NCC(C)NS(C)(=O)=O)cc1 (stereo unspecified)
56*	29	6	0.3	0.3	20	-2	4	2	CCc1nnc(NS(=O)(=O)c2ccc(NC(=S)NC(=O)/C=C/c3ccccc3)cc2)s1
0	4	2	-4.3	-2.7	x	-1	1	5	COC(=O)c1cccc(-c2ccc(C(c3c(C)[nH][nH]c3=O)c3c(C)[nH][nH]c3=O)o2)c1
10	-1	-2	-3.0	-4.3	38	-3	6	2	COc1ccccc1-c1cc(-c2cc(Cl)ccc2O)n[nH]1
-7	-4	-5	0.1	-0.4	8	1	0	-1	COc1ccc(C(C)=O)cc1COC(=O)CCNS(=O)(=O)c1ccc(C(C)=O)cc1
-5	11	-8	-2.0	-2.1	18	-6	6	9	CCCN1C2CCCC1CC(NC(=O)c1ccccc1OC)C2 (stereo unspecified)
-46	48*	8	-2.4	-0.8	-18	5	1	8	Cc1cccc(Nc2nnc(SC/C(O)=C(\C#N)c3nc4ccccc4[nH]3)s2)c1C
-3	-71	-17	-2.6	-1.6	-17	-4	6	-4	CCCCCCOC(=O)C(C#N)c1nc2ccccc2nc1N1CCN(CC)CC1 (stereo unspecified)
-6	x	x	x	x	x	-6	2	5	C[C@]12C(=O)N(c3ccc(Cl)cc3)C(=O)N1[C@@H]1c3ccccc3OC[C@@H]1[C@H]2c1ccccc1

In the list so far, two contain a cyano group.
CRFBP-R2 block	HCV NS3 hel inh	pCIP destab	IMP-1 inhibitor	VIM-2 inhibitor	SUMO HTRF inh	GalR3 antag	IDE cell activ	IDE cell inh	molecule
-46	48*	8	-2.4	-0.8	-18	5	1	8	Cc1cccc(Nc2nnc(SC/C(O)=C(\C#N)c3nc4ccccc4[nH]3)s2)c1C
-3	-71	-17	-2.6	-1.6	-17	-4	6	-4	CCCCCCOC(=O)C(C#N)c1nc2ccccc2nc1N1CCN(CC)CC1 (stereo unspecified)

Continuation:
CRFBP-R2 block	HCV NS3 hel inh	pCIP destab	IMP-1 inhibitor	VIM-2 inhibitor	SUMO HTRF inh	GalR3 antag	IDE cell activ	IDE cell inh	molecule
-14	-12	-6	-2.6	-5.2	-3	3	-1	5	COc1ccccc1CNC(=O)C(=O)c1cn(CC(=O)N2CCOCC2)c2ccccc12
-10	-10	1	-2.1	-0.5	3	-1	4	0	CCOc1ccc(CCNC(=O)c2[nH]c(C)c(C(C)=O)c2C)cc1OCC
-21	3	-4	-3.7	-1.2	10	-3	1	-2	CCCCn1c(O)c(N=NC(=O)c2ccncc2)c2cc(Br)ccc21
-18	7	6	-1.6	-1.1	-6	-8	-2	5	COc1ccc(NS(=O)(=O)c2cn(C)cn2)cc1Cl
1	-1	-8	-2.5	-0.6	7	-6	-2	4	CCCCc1[nH]c(=O)c(C#N)c2c1CCCC2
9	-1	4	-2.4	-3.9	0	-7	2	-3	CCCCOC(=O)Nc1ccc(S(=O)(=O)Nc2nccs2)cc1
1	1	-3	-3.1	-1.7	13	-1	-3	-2	COc1ccc(C/C(C)=N/NC(=O)c2ccncc2)cc1
6	10	9	-0.3	-1.7	-3	-7	4	3	CC1=CN2C(=N)/C(=C/c3ccc(C)o3)C(=O)N=C2S1
23	-11	-8	-3.6	-0.4	-4	-5	5	-3	Cn1c(C(=O)N(Cc2ccccc2)Cc2cccs2)cc2sccc21
13	-6	-8	-2.1	-3.0	16	-3	3	4	Cc1ccc(S(=O)(=O)N2CCN(CC(=O)NC3CCCc4ccccc43)CC2)c(C)c1 (stereo unspecified)
4	x	x	x	x	x	-6	2	-2	O=C1CN(C(=O)COC(=O)CCS(=O)(=O)c2ccccc2)c2ccccc2N1
-9	-2	-18	-3.2	-1.8	10	-6	4	0	COc1ccc(NC(=O)Nc2nnc(C(C)C)s2)cc1
-2	2	-4	-2.7	-3.0	13	0	0	-2	CN(C)c1ccc2nsnc2c1[N+](=O)[O-]
2	x	x	x	x	x	1	6	-1	Cc1cc(C)c(C(=O)COC(=O)C2CC3CCCC(C2)C3=O)c(C)c1 (stereo unspecified)
10	0	7	-3.9	-3.6	4	-7	3	-3	Cc1nnc(SCC(=O)NC2CCCC2)n1CCc1ccccc1
6	-2	-5	-1.5	-1.6	8	0	4	2	COc1cccc(CN2CC(C(=O)NCCc3ccc(C)s3)CCC2=O)c1 (stereo unspecified)
5	14	9	-0.9	-0.8	10	-6	-5	0	O=C(CSc1nnc(-c2ccccc2Br)o1)N1CCOCC1
22	-4	1	-1.6	-2.2	6	-5	5	-1	CN(C)c1ccc(/C=N/NC(=O)c2cc(=O)[nH]c3ccccc23)cc1
2	x	x	x	x	x	-4	4	0	O=C(CSc1nnc(NC(=O)c2c(F)cccc2F)s1)NCc1ccc(F)cc1
-2	4	3	-1.8	-4.0	12	-7	3	-8	O=C(CSc1nc(C2CC2)nc2ccccc12)Nc1ccccc1N1CCOCC1
-2	x	-3	x	x	-8	0	3	-1	C[C@H]1C=C(C(=O)NCc2nc3ccccc3[nH]2)O[C@@H](OCc2ccc(CO)cc2)C1
2	-6	5	0.0	-1.7	-7	-7	-3	0	O=C(CC(C(=O)O)N1CCOCC1)Nc1ccc(Cl)cc1 (stereo unspecified)
-15	-20	-4	-2.4	-2.2	-17	32*	5	-4	CC(C)Cc1ccc(CN2CCCC(NC(=O)c3ccnn3C)C2)cc1 (stereo unspecified)
10	x	x	x	x	x	0	2	0	COc1ccccc1NC(=O)C(C)OC(=O)CC1CCCCC1 (stereo unspecified)
-2	x	x	x	x	x	2	1	-6	Nc1c(C(=O)NC2CCCC2)c2nc3ccccc3nc2n1/N=C/c1cccnc1
6	4	-4	-0.8	-2.2	6	-8	-2	3	COc1ccc(S(=O)(=O)NCC2CCCN(C(=O)C=C(C)C)C2)cc1 (stereo unspecified)
-4	1	3	-2.9	-3.4	34	-5	2	-3	NC(=S)NNc1cc(Cl)cc(Cl)c1
10	-1	-4	1.3	0.0	2	-1	7	-1	Cc1onc(-c2ccccc2Cl)c1C(=O)Nc1ccc(F)c(F)c1
-7	x	x	x	x	x	-7	0	-10	CN(C)S(=O)(=O)c1ccc(N2CCCC2)c(C(=O)NC2CCC(O)CC2)c1 (stereo unspecified)
2	10	-5	-0.7	1.1	-1	-3	6	5	CCN(CC)CCCNC(=O)CSc1nc(C)cc(C)n1
6	0	1	-1.2	5.5	26	-7	2	3	CC1(/[N+]([O-])=C/c2ccc(F)cc2)CCCCC1=O (stereo unspecified)
13	4	-12	-3.0	-3.1	6	x	2	4	O=C(Cn1ncc2c(=O)oc3ccccc3c21)N1CCc2ccccc2C1
7	24	4	-2.0	1.4	16	-6	1	5	O=C(COc1ccc2c3c(c(=O)oc2c1)CCC3)NC(Cc1ccc(Cl)cc1)C(=O)O (stereo unspecified)
7	4	12	-2.8	-2.9	17	1	3	-2	CCOC(=O)C1CCN(c2c(NCc3ccc(C(=O)NC(C)CC)cc3)c(=O)c2=O)CC1 (stereo unspecified)
-21	10	-14	-3.2	-3.7	6	-2	5	-4	CCOCCOc1nc2c(c(=O)n(C)c(=O)n2C)n1Cc1ccc(C)cc1
2	-9	-1	-4.2	-1.2	2	-8	4	4	C[n+]1ccccc1Nc1cc([N+](=O)[O-])ccc1N
-1	-5	-31	-5.1	-4.0	6	1	3	4	COc1ccc(/C=N/NC(=O)c2ccc(NC(=O)C3CCCCC3)cc2)cc1O
-6	-4	1	-1.8	-1.8	0	-5	4	-2	COc1cccc(CN2CCNC(=O)C2CC(=O)NCCc2ccccn2)c1 (stereo unspecified)
-10	9	6	-2.8	-2.5	1	-3	1	-5	COc1ccc(C)cc1NC(=O)NNC(=O)c1ccoc1C
-4	3	-9	-3.2	-0.7	-22	-4	1	4	CNc1nc(C)nc(N/N=C/c2ccccc2)n1
8	10	-13	-2.1	-5.6	32	-11	5	x	CCOc1ccc(Br)cc1C1=NN(C(C)=O)C(c2ccc([N+](=O)[O-])s2)O1 (stereo unspecified)
1	-9	-2	-4.5	-0.6	11	-8	3	3	CCC(=O)Nc1ccc(NC(=O)CSc2nnc(-c3ccco3)n2CC)cc1
-4	-3	-6	-3.0	-1.2	11	2	-1	-6	CC(C)CCC(C)NC(=O)Cc1ccc(S(=O)(=O)N2CCOCC2)s1 (stereo unspecified)
55*	-8	-5	-1.0	-0.8	-6	-7	-2	-4	CCOC(=O)c1c(CC(C)C)csc1N
